PolyA inh = polyadenylation inhibitors in yeast reporter cells, primary screen, luminescence, S. cerevisiae | S. cerevisiae SKY197-pL101 polyadenylation reporter, beta-gal luminescence; efflux-impaired pdr1/pdr3 knockout yeast; score 100 = 6 SD above DMSO | calls only at 12 µM | actives 0.02% (n = 300,000) | AID 1875, 2009;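 active means lowest replicate activity score at least 50, where 100 means six control SD above control mean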;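 further: yeast exposed to compound for 9 h at 30 °C; higher score means more reporter readthrough which indicates perturbed polyadenylation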
DYRK1A inh = rat Dyrk1A kinase inhibitors, primary screen, biochemical, single point, plate reader; Dual specificity tyrosine-phosphorylation-regulated kinase 1A (Rattus norvegicus), Q63470; ADP-Glo luminescence, NFATc1 peptide; inhibition, % at 12.5 µM; actives 0.43% (n = 310,000); AID 504441, 2011; in the data active means inhibition above about 50%;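 further: plate controls were vehicle with enzyme for no effect and no enzyme for full effect; many of its hits are not listed in these tables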
KCNK9 inh = KCNK9 potassium channel inhibitors, primary screen, HEK293 cells, thallium flux; Potassium channel subfamily K member 9 (Homo sapiens), Q9NPC2; FluxOR thallium flux fluorescence; hits give low values; B-score at 10 µM; actives 1.2% (n = 310,000); AID 488922, 2010;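 active means ratio B-score over 3 SD below the library mean, with starting fluorescence within 5 SD of its mean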;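 further: negative B-score means less thallium flux so channel inhibition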
Target sequence (Q9NPC2 whole entry, looked up): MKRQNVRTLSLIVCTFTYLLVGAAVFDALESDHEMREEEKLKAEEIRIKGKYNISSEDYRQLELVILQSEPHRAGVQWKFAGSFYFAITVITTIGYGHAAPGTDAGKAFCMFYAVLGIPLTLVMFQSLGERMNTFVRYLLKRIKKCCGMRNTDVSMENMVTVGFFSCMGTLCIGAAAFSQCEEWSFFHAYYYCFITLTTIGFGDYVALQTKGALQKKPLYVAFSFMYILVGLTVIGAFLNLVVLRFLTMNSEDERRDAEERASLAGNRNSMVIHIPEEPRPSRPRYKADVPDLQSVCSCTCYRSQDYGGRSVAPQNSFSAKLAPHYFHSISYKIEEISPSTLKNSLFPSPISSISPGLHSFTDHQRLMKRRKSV
TRPC4 act = activators of mouse TRPC4 channel, primary screen, Fluo4 calcium, HEK293 TRPC4beta/mu-opioid cells | Fluo4 calcium fluorescence; hits give high values | B-score at 10 µM | actives 0.49% (n = 310,000) | AID 2237, 2010;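 active means B-score above 5 SD of library B-scores, and initial fluorescence ratio not above library mean plus 5 SD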;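 further: positive B-score marks a calcium rise read as TRPC4 activation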
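Material: HEK293 stable line with TRPC4beta plus mu-opioid receptor; technique: Fluo4 calcium-sensitive dye fluorescence, kinetic, 1 Hz baseline; timing: Fluo4 dye loading 45 min at room temperature, 110 s recording; controls: assay buffer as low control, maximal DAMGO as high control; read-out: integrated baseline-normalised fluorescence ratio, converted to per-well B score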
TRPC4 PAM = positive allosteric modulators of TRPC4, primary screen, cell-based, mouse TRPC4beta, HEK293 mu-opioid, Fluo-4 calcium. actives 0.42% (n = 310,000). Short transient receptor potential channel 4 (Mus musculus), Q9QUQ5. B-score at 10 µM. DAMGO EC20, Fluo-4 Ca2+ flux; hits give high values. AID 2227, 2009;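 active means B-score of calcium response area above 5 SD of library B-scores, with initial fluorescence ratio within 5 SD of library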;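 further: B-score of integrated fluorescence ratio over time as area under calcium response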
KCNQ1 pot = potentiators or activators of KCNQ1 channel, primary screen, cell-based, thallium flux, high-throughput | CHO-K1 KCNQ1, thallium flux FluxOR fluorescence; hits give high values | Potassium voltage-gated channel subfamily KQT member 1 (Homo sapiens), P51787 | AID 2648, 2010 | actives 0.35% (n = 310,000) | B-score at 10 µM;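 active means fluorescence ratio B-score, a plate-corrected score, at least three library SD, with initial intensity B-score within 5 SD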
Target sequence (P51787 whole entry, looked up): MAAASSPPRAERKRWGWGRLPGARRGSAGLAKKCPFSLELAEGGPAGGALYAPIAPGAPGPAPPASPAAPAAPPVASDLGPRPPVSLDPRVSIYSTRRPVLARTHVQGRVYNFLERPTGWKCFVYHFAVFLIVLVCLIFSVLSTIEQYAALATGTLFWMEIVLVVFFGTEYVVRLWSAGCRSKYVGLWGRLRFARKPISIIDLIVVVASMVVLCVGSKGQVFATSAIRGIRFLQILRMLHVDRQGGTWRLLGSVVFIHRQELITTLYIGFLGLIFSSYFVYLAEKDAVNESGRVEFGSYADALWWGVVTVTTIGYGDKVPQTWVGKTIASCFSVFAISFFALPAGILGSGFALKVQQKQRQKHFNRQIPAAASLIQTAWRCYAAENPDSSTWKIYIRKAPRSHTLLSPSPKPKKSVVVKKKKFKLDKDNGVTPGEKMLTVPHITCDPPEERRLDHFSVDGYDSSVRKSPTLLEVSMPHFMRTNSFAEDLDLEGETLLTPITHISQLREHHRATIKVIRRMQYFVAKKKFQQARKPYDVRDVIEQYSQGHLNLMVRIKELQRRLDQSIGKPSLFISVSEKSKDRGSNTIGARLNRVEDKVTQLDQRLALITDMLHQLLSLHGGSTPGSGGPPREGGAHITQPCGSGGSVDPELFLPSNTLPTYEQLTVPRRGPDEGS
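assay system = CHO-K1 cells stably expressing KCNQ1 | medium = assay buffer, equal DMSO in all wells | timing = 37 °C overnight plating, 90-min dark dye load, 20-min compound pretreatment | measured by = kinetic FluxOR thallium fluorescence, 10-s 1-Hz baseline, 110-s post-stimulus read | measure = fluorescence change relative to baseline, converted to B score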
KCNQ1 inh = inhibitors of human KCNQ1 channel, primary screen, cell-based, thallium flux, high-throughput; actives 1.3% (n = 310,000); Potassium voltage-gated channel subfamily KQT member 1 (Homo sapiens), P51787; CHO-K1 KCNQ1, FluxOR thallium flux fluorescence; hits give high values; B-score at 10 µM;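 active means compounds whose thallium flux B-score, printed positive for inhibition, exceeds three library SD while starting fluorescence stays within three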;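 further: channel opened by potassium depolarization with thallium stimulus after 20 min compound exposure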
Platelet DG rel = inhibitors of platelet dense granule secretion, primary screen, cell-based, MLPCN, human platelets | human platelet-rich plasma, SFLLRN dense granule ATP release, luminescence | inhibition, %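 (compounds screened at 7.5 µM in platelet-rich plasma)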 | actives 0.22% (n = 300,000);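 active means mean replicate score, as percent of positive control, at or above 50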
KCNK3 inh = human KCNK3 channel inhibitors, primary screen, CHO cells, FluxOR thallium flux, B-score. B-score at 10 µM. actives 0.84% (n = 340,000). AID 602410, 2012. Potassium channel subfamily K member 3 (Homo sapiens), O14649. FluxOR fluorescence; hits give low values;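 active means B-score under library mean minus 4 SD, starting fluorescence ratio at most library mean plus 5 SD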;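 further: more negative B-score means stronger inhibition of thallium flux through KCNK3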
hERG rescue = hERG rescue from dofetilide block, primary screen, cell-based, CHO-hERG, FluxOR thallium flux, dofetilide IC70; Voltage-gated inwardly rectifying potassium channel KCNH2 (Homo sapiens), Q12809; dofetilide IC70 present; activation (rescue from dofetilide block), less the hit threshold, % at 10 µM; actives 0.51% (n = 310,000);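 active means activation above the mean of controls blocked by dofetilide plus 5 SD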;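 further: thallium influx through hERG after potassium depolarization seen as dye fluorescence rise; in these data hits start at about 4.7%; inactives centre near -7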
TRPC4 inh = inhibitors of mouse TRPC4 channel, primary screen, Fluo4 calcium, HEK293 TRPC4beta/mu-opioid cells | B-score at 10 µM | actives 0.39% (n = 300,000) | Short transient receptor potential channel 4 (Mus musculus), Q9QUQ5 | DAMGO-evoked Fluo4 calcium flux; hits give low values | AID 2247, 2010;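 active means B-score over 3 SD under the library average, no early fluorescence shift, positive overall ratio signal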
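material = TRPC4beta/mu-opioid receptor HEK293 cell line | probe or stimulus = sequential submaximal and maximal DAMGO stimulation | compound dosing = one concentration per compound | measured by = Fluo4 Ca2+ flux fluorescence | evaluation = integrated fluorescence ratio relative to baseline, converted to per-well B score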
The depositor's hits bear a star; i = inactive; x = no result given.

#	SMILES	PolyA inh	DYRK1A inh	KCNK9 inh	TRPC4 act	TRPC4 PAM	KCNQ1 pot	KCNQ1 inh	Platelet DG rel	KCNK3 inh	hERG rescue	TRPC4 inh
1	COc1ccc(Cn2c(C)nc3oc4cc(OC)ccc4c(=O)c3c2=O)cc1	i	5	i	i	i	i	i	3	i	-8	i
2	COP(=O)(OC)C(Nc1cc(Cl)cc(Cl)c1)c1cccc(O)c1 (stereo unspecified)	i	2	i	i	i	i	i	-12	i	-12	i
3	CN(C)c1ccc(NC(=O)c2ccc(N3CCOCC3)nc2)cc1	i	-1	i	i	i	i	i	-27	i	-2	i
4	COc1ccc(-c2cc(=O)c3c(O)c(OC)c(O)cc3o2)cc1	i	x	i	i	i	i	i	-4	i	-4	i
5	CCc1cccc(NC(=O)c2cccc(S(=O)(=O)N3CCN(C)CC3)c2)c1	i	-1	i	i	i	i	i	18	i	-5	i
6	O=C(CSCCO)Nc1ccc(C23CC4CC(CC(C4)C2)C3)cc1	i	2	i	i	i	i	i	-2	i	-11	i
7	COc1cc(C(CC(=O)O)n2cnnn2)ccc1OC(C)C (stereo unspecified)	i	0	i	i	i	i	i	0	i	-9	i
8	CC(=O)c1sc(NC(=O)CN2C(=O)NC3(CCCC3)C2=O)nc1-c1ccccc1	i	27	i	i	i	i	i	-5	i	-20	i
9	COc1cc(C=Nc2ccccc2C(=O)Nc2ccccc2)cc(OC)c1OC	i	7	i	i	i	i	i	-1	i	-9	i
10	COc1ccc(N2C(=O)CC(N3CCOCC3)C2=O)cc1 (stereo unspecified)	i	4	i	i	i	i	i	1	i	-5	i
11	C/C(=N\NS(=O)(=O)c1ccccc1)c1ccccc1	i	-2	i	i	i	i	i	5	i	-2	i
12	CC(C)(C)[C@@H]1CCC(=O)N(CC[C@H](Sc2ccccc2)c2ccccc2)CC1	i	-3	i	i	i	i	6*	8	i	-4	i
13	COc1ccc(C(=O)CNc2ccc3ccccc3c2)cc1	i	1	i	i	i	i	i	3	i	0	i
14	CC12CCC(C(=O)NNc3ccc([N+](=O)[O-])cc3)(OC1=O)C2(C)C (stereo unspecified)	i	0	i	i	i	i	i	-2	i	-6	i
15	O=C(NC1CCCCC1)C(c1cccs1)N(C(=O)C(F)(F)F)c1ccccc1 (stereo unspecified)	i	-9	i	i	i	i	i	5	i	-7	i
16	O=C(CC1(O)C(=O)N(CCc2ccccc2)c2ccccc21)c1ccccn1 (stereo unspecified)	i	3	i	i	i	i	i	2	i	-10	i
17	COc1ccc(-c2noc(N3CCC(C(=O)N(C)c4ccccc4)CC3)n2)cc1	i	3	i	i	i	i	i	-1	i	-23	i
18	COc1ccc(C2C(C#N)=C(/N=C/N3CCN(C)CC3)OC3=C2C(=O)CC(C)(C)C3)cc1 (stereo unspecified)	i	2	i	i	i	i	i	-6	i	-4	i
19	O=C(c1cc2ccccc2o1)N1CCN(c2ccccn2)CC1	i	-1	i	i	i	i	i	-1	i	-9	i
20	CC(C)NC(=O)c1ccccc1NC(=O)/C=C/c1cccc([N+](=O)[O-])c1	i	-3	i	i	i	i	i	-9	i	-12	i
21	CC(=O)N(C)c1ccc(NC(=O)COc2ccc(Br)cc2C)cc1	i	-6	i	i	i	i	i	-10	i	-9	i
22	O=C(O)COc1ccccc1/C=N/NC(=O)c1ccc2c(c1)OCCO2	i	0	i	i	i	i	i	2	i	-8	i
23	O=C(COC(=O)Cc1ccccc1[N+](=O)[O-])NC1CCCC1	i	-8	i	i	i	i	i	-6	i	-5	i
24	Cc1ccc(NC2=CC(=O)CC(C)(C)C2)cc1C	i	0	i	i	i	i	i	-3	i	-16	i

25: COc1ccc(Cl)cc1NC(=O)CSc1nc(C)cc(C)n1
26: CCSc1nnc(NC(=O)CSc2nnc(-c3c[nH]c4ccccc34)n2CC)s1
27: NS(=O)(=O)c1ccc(CNC(=S)NC2CCCC2)cc1
28: Cc1nc2sc(C(c3ccc(Br)cc3)N3CC(C)OC(C)C3)c(O)n2n1 (stereo unspecified)
29: CCCCc1nc2cc(C(=O)N3CCCCC3CC(=O)OCC)ccc2o1 (stereo unspecified)
30: CC(C(=O)NCc1ccco1)n1ccc2cc(S(=O)(=O)N3CCCC3)ccc21 (stereo unspecified)

Compound,25,26,27,28,29,30
PolyA inh,i,i,i,i,i,i
DYRK1A inh,2,-1,-7,-1,7,x
KCNK9 inh,i,i,i,i,i,i
TRPC4 act,i,i,i,i,i,i
TRPC4 PAM,i,i,i,i,i,i
KCNQ1 pot,i,i,i,i,i,i
KCNQ1 inh,i,i,i,i,i,i
Platelet DG rel,7,16,10,-2,-3,4
KCNK3 inh,i,i,i,i,i,i
hERG rescue,-6,-9,-20,-12,-15,-7
TRPC4 inh,i,i,i,i,i,i

Arranged by heavy-atom count (low to high): three of the compounds above.
27: NS(=O)(=O)c1ccc(CNC(=S)NC2CCCC2)cc1
13: COc1ccc(C(=O)CNc2ccc3ccccc3c2)cc1
5: CCc1cccc(NC(=O)c2cccc(S(=O)(=O)N3CCN(C)CC3)c2)c1

Compound,27,13,5
PolyA inh,i,i,i
DYRK1A inh,-7,1,-1
KCNK9 inh,i,i,i
TRPC4 act,i,i,i
TRPC4 PAM,i,i,i
KCNQ1 pot,i,i,i
KCNQ1 inh,i,i,i
Platelet DG rel,10,3,18
KCNK3 inh,i,i,i
hERG rescue,-20,0,-5
TRPC4 inh,i,i,i

(further entries)
31: O=C1C2C3C=CC([C@@H]2C(=O)N1C1CC1)[C@H]1C(=O)N(C2CC2)C(=O)C31 (stereo partly specified)
32: O=C(/C=C/c1ccc(S(=O)(=O)N2CCOCC2)cc1)NCc1ccccc1
33: COc1ccccc1CNC(=O)CCCN1C(=O)COc2ccc(C)cc21
34: CCOc1ccccc1C1CC(=O)NC(SCC(=O)Nc2nccs2)=C1C#N (stereo unspecified)
35: O=C(Nc1cccc(Cl)c1Cl)C1CCN(C(=O)c2cccs2)CC1
36: COc1ccc(C(CNC(=O)Cc2ccccc2F)N2CCCCC2)cc1 (stereo unspecified)

Compound,31,32,33,34,35,36
PolyA inh,i,i,i,i,i,i
DYRK1A inh,4,7,6,-3,-3,-5
KCNK9 inh,i,i,i,i,i,i
TRPC4 act,i,i,i,i,i,i
TRPC4 PAM,i,i,i,i,i,i
KCNQ1 pot,i,i,i,i,i,i
KCNQ1 inh,i,i,i,i,i,i
Platelet DG rel,2,13,-13,-1,-9,-5
KCNK3 inh,i,i,i,i,i,i
hERG rescue,-7,-6,-8,-9,-4,6.3*
TRPC4 inh,i,i,i,i,i,i

37: COc1ccc(C2C(C#N)=C(SC)NC3=C2C(=O)CC(C)(C)C3)cc1 (stereo unspecified)
38: CCCCS(=O)CC(COc1ccc(Cl)cc1)OC(=O)c1ccccc1 (stereo unspecified)
39: NC(=O)c1nsc(C(=O)N(Cc2ccco2)C(C(=O)NC2CCCC2)c2ccc(O)cc2)c1N (stereo unspecified)
40: COC(=O)c1cc(OC)c(OC)cc1NC(=O)c1ccc(C)cc1
41: COc1ccc(C(C)NCCC(c2ccc(OC(C)C)cc2)c2ccccc2OC)cc1 (stereo unspecified)
42: CCCC(=O)c1cc2c(cc1NC(=O)CC)OCCO2

Compound,37,38,39,40,41,42
PolyA inh,i,i,i,i,i,i
DYRK1A inh,9,-5,0,-2,-2,-5
KCNK9 inh,i,i,i,i,i,i
TRPC4 act,i,i,i,i,i,i
TRPC4 PAM,i,i,i,i,i,i
KCNQ1 pot,i,i,i,i,i,i
KCNQ1 inh,i,i,i,i,6*,i
Platelet DG rel,1,-4,4,8,4,-4
KCNK3 inh,i,i,i,i,i,i
hERG rescue,-17,-10,-8,-3,-23,-5
TRPC4 inh,i,i,-5*,i,i,i

43: CCCCOC(=O)CCn1[nH]c(=O)c2ccccc2c1=O
44: CN1CCN(c2ccc(NC(=O)c3ccc(C#N)cc3F)cc2Cl)CC1
45: CC(C)[C@H](NC(=O)N1CC(=O)Nc2ccccc21)C(=O)Nc1nccs1
46: Cc1ccc(-c2nnc(-c3ccc(Br)cc3)o2)o1
47: Cc1ccc(S(=O)(=O)N2CCN(C(=O)c3ccco3)CC2)cc1C
48: O=S(=O)(N/N=C/c1ccccc1OCc1ccc(Cl)cc1)c1ccccc1
49: O=[N+]([O-])c1cc(S(=O)(=O)Nc2ccc(Cl)cc2)ccc1N/N=C/c1ccncc1

Compound,43,44,45,46,47,48,49
PolyA inh,i,i,i,i,i,i,i
DYRK1A inh,6,x,x,5,3,0,-2
KCNK9 inh,i,i,i,i,i,i,i
TRPC4 act,i,i,i,i,i,i,i
TRPC4 PAM,i,i,i,i,i,i,i
KCNQ1 pot,i,i,i,i,i,i,i
KCNQ1 inh,i,i,i,i,i,i,i
Platelet DG rel,-5,17,1,0,1,1,5
KCNK3 inh,i,i,i,i,i,i,i
hERG rescue,-4,-13,-4,-3,-5,-9,-7
TRPC4 inh,i,i,i,i,i,i,i

Compounds from the list above containing a thiophene ring, fused or not, in the order listed:
15: O=C(NC1CCCCC1)C(c1cccs1)N(C(=O)C(F)(F)F)c1ccccc1 (stereo unspecified)
35: O=C(Nc1cccc(Cl)c1Cl)C1CCN(C(=O)c2cccs2)CC1

Compound,15,35
PolyA inh,i,i
DYRK1A inh,-9,-3
KCNK9 inh,i,i
TRPC4 act,i,i
TRPC4 PAM,i,i
KCNQ1 pot,i,i
KCNQ1 inh,i,i
Platelet DG rel,5,-9
KCNK3 inh,i,i
hERG rescue,-7,-4
TRPC4 inh,i,i

Screens from PubChem.

An excerpt (hit frequency here may not be typical).
